# RMI FANCM FP = blocks RMI1/RMI2 complex binding to FANCM MM2 peptide; AID 1159607; Fluorescence polarization, RMI core complex with F-MM2 peptide; hits give low values; hit rate 0.58% among 70,000; FP signal (polarization) at 33 µM; in the data active = FP signal below about 40; also: inactives centre near 61; strong numbers were not always called active; unit not given here
# Numbers without * were called inactive; & = joins results of further samples. Only part of the results is shown; rates above refer to the full screens.
SMILES,RMI FANCM FP
COc1c(/C=C(\NC(C)=O)C(=O)O)cccc1OC1CCCC1,76
COc1ccc(Cl)cc1C(=O)Nc1nnc(C23CC4CC(CC(C4)C2)C3)s1,67
COc1ccc(CC(=O)NCCS(=O)(=O)N2CCN(c3ccccc3)CC2)cc1OC,56
CC(/C=N\N1C(=O)c2ccccc2C1=O)c1ccccc1 (stereo unspecified),54
O=C(CNS(=O)(=O)c1c(Cl)cccc1Cl)N1CCCCCC1,74
O=C(COc1ccc(-c2cc(-c3ccccc3)c3cc(Cl)ccc3n2)cc1)NNC(=S)Nc1ccccc1,48
CCC(=O)N1CCCc2ccc(NC(=O)Oc3ccccc3)cc21,71
O=C(CN1CCN(C(=O)C2COc3ccccc3O2)CC1)Nc1ccccc1 (stereo unspecified),56
FC(F)(F)c1nnc(Nc2cccnc2)s1,51
Cc1cccc(CC(=O)NCC2CCN(Cc3cccs3)CC2)c1,72
O=C(NC1CCN(Cc2ccccc2)CC1)c1cccn1CCc1ccccn1,61
Cc1noc(C)c1S(=O)(=O)N1CCCCC1,54
O=C(NCC(O)c1ccccc1)c1ccccc1 (stereo unspecified),54
CC(C)(C)N(C(=O)c1ccccc1[N+](=O)[O-])C(=O)N1CCCCC1,50
Cc1cc(C)cc(NC(=O)N2CCN(c3ccc4nnc(C)n4n3)CC2)c1,69
COc1cc2c(cc1OC)C(C)N(S(=O)(=O)c1cn(C)cn1)CC2 (stereo unspecified),54
CCOc1ccc(CC(=O)Nc2nc3c(OCC)cccc3s2)cc1,67
S=C(NCC1CC1)Nc1cccnc1,52
Cn1c(C2CCN(S(C)(=O)=O)CC2)nn(Cc2ccc(Cl)c(Cl)c2)c1=O,63
CC(=O)Nc1ccc2c(c1)CCCC2,55
CCOc1ccc(C(=O)Nc2sc3c(c2C#N)CCCCC3)cc1,75
CN(C)C(CNC(=O)COc1ccccc1F)c1cccs1 (stereo unspecified),61
COc1ccc(Cc2nnc(C3CCN(C(=O)Nc4cccs4)CC3)s2)cc1,60
O=C(COc1ccc(Br)cc1)NC1CCCC1,64
O=C(OCc1nc2ccccc2s1)c1ccc(Cc2ccccc2)cc1,71
O=C(N/N=C\c1cccs1)c1cc(-c2cccc3ccccc23)n[nH]1,61
O=C(O)CCCCCN1C(=O)/C(=C\c2ccc3c(c2)OCCO3)SC1=S,91
COc1cccc2c(Nc3ccc(Cl)cc3)c(C#N)cnc12,101
COc1ccc(C(=O)N2CCC(c3nnc(C4CC4)o3)CC2)cc1,61
S=c1nc[nH]c2c1oc1ccccc12,66

# No new results follow: 25 of the compounds above.
SMILES,RMI FANCM FP
O=C(COc1ccc(-c2cc(-c3ccccc3)c3cc(Cl)ccc3n2)cc1)NNC(=S)Nc1ccccc1,48
CCC(=O)N1CCCc2ccc(NC(=O)Oc3ccccc3)cc21,71
O=C(CN1CCN(C(=O)C2COc3ccccc3O2)CC1)Nc1ccccc1 (stereo unspecified),56
FC(F)(F)c1nnc(Nc2cccnc2)s1,51
Cc1cccc(CC(=O)NCC2CCN(Cc3cccs3)CC2)c1,72
O=C(NC1CCN(Cc2ccccc2)CC1)c1cccn1CCc1ccccn1,61
Cc1noc(C)c1S(=O)(=O)N1CCCCC1,54
O=C(NCC(O)c1ccccc1)c1ccccc1 (stereo unspecified),54
CC(C)(C)N(C(=O)c1ccccc1[N+](=O)[O-])C(=O)N1CCCCC1,50
Cc1cc(C)cc(NC(=O)N2CCN(c3ccc4nnc(C)n4n3)CC2)c1,69
COc1cc2c(cc1OC)C(C)N(S(=O)(=O)c1cn(C)cn1)CC2 (stereo unspecified),54
CCOc1ccc(CC(=O)Nc2nc3c(OCC)cccc3s2)cc1,67
S=C(NCC1CC1)Nc1cccnc1,52
Cn1c(C2CCN(S(C)(=O)=O)CC2)nn(Cc2ccc(Cl)c(Cl)c2)c1=O,63
CC(=O)Nc1ccc2c(c1)CCCC2,55
CCOc1ccc(C(=O)Nc2sc3c(c2C#N)CCCCC3)cc1,75
CN(C)C(CNC(=O)COc1ccccc1F)c1cccs1 (stereo unspecified),61
COc1ccc(Cc2nnc(C3CCN(C(=O)Nc4cccs4)CC3)s2)cc1,60
O=C(COc1ccc(Br)cc1)NC1CCCC1,64
O=C(OCc1nc2ccccc2s1)c1ccc(Cc2ccccc2)cc1,71
O=C(N/N=C\c1cccs1)c1cc(-c2cccc3ccccc23)n[nH]1,61
O=C(O)CCCCCN1C(=O)/C(=C\c2ccc3c(c2)OCCO3)SC1=S,91
COc1cccc2c(Nc3ccc(Cl)cc3)c(C#N)cnc12,101
COc1ccc(C(=O)N2CCC(c3nnc(C4CC4)o3)CC2)cc1,61
S=c1nc[nH]c2c1oc1ccccc12,66

# Further records follow:
SMILES,RMI FANCM FP
CC1=C(C)C(=O)C(CCCCC#CCCCC#CCO)=C(C)C1=O,55
Cc1cc(C)c(NC(=O)COC(=O)c2cccnc2)c(C)c1,61
COc1ccc(-c2csc(NC(=O)c3ccc(S(=O)(=O)N4CCCC(C)C4)cc3)n2)cc1 (stereo unspecified),77
COC(=O)c1c(C)nc(C)c(C(=O)OC)c1-c1cccs1,58
CC1(C)c2ccccc2N(CCC(N)=O)C12C=Cc1c(ccc3ccccc13)O2 (stereo unspecified),59
CCOc1c(NN(C)C)c(=O)c1=O,55
COC(=O)Nc1ccc(C)c(N2CCCC2=O)c1,67
Cc1cccc2nc(NC(=O)c3ccc(Oc4ccccc4)cc3)sc12,84
O=C(Cc1cc(=O)[nH]c(SCc2ccc(F)cc2)n1)N1CCc2ccccc21,63
Cc1ccc(C)c(-c2csc(NC(=O)COc3ccccc3)n2)c1,70
CC(C)c1ccc(OCC(=O)N(Cc2ccccc2)c2ccccn2)cc1,80
CC1CCc2c(sc(NC(=O)CS(=O)(=O)c3ccc(Cl)cc3)c2C(N)=O)C1 (stereo unspecified),70
COc1ccc2cc(C3CC(c4ccco4)=NN3C(=O)c3ccccc3F)c(Cl)nc2c1 (stereo unspecified),73
O=C(O)c1nn(-c2ccc(Cl)cc2)c(=O)c2ccccc12,55&57
O=C(O/C(=C/c1nccn1C(=O)c1ccc(Cl)cc1)c1ccc(Cl)cc1)c1ccc(Cl)cc1,59
Cc1cc(NC(=O)C(=O)NCC2(c3cccs3)CCCC2)c2ccccc2n1,73
CCOc1nc(S(=O)(=O)c2ccc(C)cc2)c(Cl)s1,69
O=C(CSc1n[nH]c(=O)n1-c1cccc(C(F)(F)F)c1)N1CCC(C(F)(F)F)CC1,53
CCCc1cc(=O)[nH]c(SCC(=O)Nc2cc(Cl)cc(Cl)c2)n1,54
COc1ccc(N2C(=O)C3CCCN3C2c2cccs2)cc1Cl (stereo unspecified),64
N#C/C(=C\Nc1ccc(F)c(Cl)c1)S(=O)(=O)Cc1ccco1,52
COc1ccc(S(=O)(=O)NCC(c2ccsc2)N2CCCCCC2)c(OC)c1 (stereo unspecified),67
CC(C)(C)Cc1nnc(C2CCCN(C(=O)C3CCCC3)C2)o1 (stereo unspecified),61
O=C(Nc1ccc(S(=O)(=O)N2CCCCC2c2cccnc2)cc1)c1ccc(S(=O)(=O)N2CCOCC2)cc1 (stereo unspecified),63
O=[N+]([O-])c1cccnc1Sc1cccs1,59
COc1ccc(/C=C2/N=C(SC)NC2=O)cc1OC,60
Cc1nc2scc(-c3cccc(NC(=O)NC4CCCCC4)c3)n2c(=O)c1C,61
O=C(Cc1ccc([N+](=O)[O-])cc1)NC1CC(=O)N(c2ccc3c(c2)OCCO3)C1 (stereo unspecified),54
O=C1c2cccc3c(N4CCSCC4)ccc(c23)C(=O)N1c1ccccc1,43
CCOc1ccc(NC(=O)NCc2n[nH]c(=O)c3ccccc23)cc1,56

# Three entries out of the list, sorted by number of heavy atoms, highest first.
SMILES,RMI FANCM FP
COc1ccc(Cc2nnc(C3CCN(C(=O)Nc4cccs4)CC3)s2)cc1,60
COc1cc2c(cc1OC)C(C)N(S(=O)(=O)c1cn(C)cn1)CC2 (stereo unspecified),54
S=c1nc[nH]c2c1oc1ccccc12,66

# Further records:
SMILES,RMI FANCM FP
O=C(NCCn1ncccc1=O)c1ccccc1C(F)(F)F,63
O=C(Nc1nnc(C2=COCCO2)o1)c1cc2ccccc2oc1=O,61
S=C(Nc1cc(Cl)ccc1Cl)Nn1cnnc1,59
CCOC(=O)c1cc(CC)sc1NC(=O)c1cccnc1Oc1ccccc1,56
CCc1cccc(C)c1N(C(=O)CSc1nc2ccccc2[nH]1)C(C)COC (stereo unspecified),61
Cc1cc(C)c(NC(=O)C(=O)NCC(c2ccc3c(c2)CCCN3C)N2CCN(C)CC2)c(C)c1 (stereo unspecified),68&69
O=[N+]([O-])c1ccsc1NCc1ccccc1,62
O=C(CSc1nc2ccccc2s1)NNC(=O)CC1SC(=O)NC1=O (stereo unspecified),56
Nc1nc(SCC(=O)Nc2ccc3c(c2)OCCO3)ncc1S(=O)(=O)c1cccs1,76
CC1=NOC2(O)CC3C(C12)C3(C)C (stereo unspecified),53
CCCCCCNC(=O)C1c2ccccc2Oc2ccccc21,56
COc1cccc(OCCn2c(C3CC(=O)N(Cc4ccc(F)cc4)C3)nc3ccccc32)c1 (stereo unspecified),201
CCCN1CCCc2cc(CCNC(=O)C(=O)Nc3cccc(SC)c3)ccc21,84
Cc1ccc(S(=O)(=O)N2CCCCC2CC(=O)Nc2cccc(C(F)(F)F)c2)cc1 (stereo unspecified),76
O=C1C(c2c(O)[nH]c3ccccc23)=Nc2ccccc21,58
Nn1c(SCC(=O)Nc2ccc(OC(F)F)cc2)nnc1-c1ccco1,56
COc1ccc(C(CC(=O)c2ccccc2)SC(=O)c2ccccc2)cc1 (stereo unspecified),52
CCOc1ccc(-n2c(=S)sc3c(=O)[nH]c(SCC(=O)Nc4ccccc4CC)nc32)cc1,62
O=c1c2cc(-c3ccc(F)cc3)nn2ccn1Cc1nc(-c2cccc(Cl)c2)no1,75
O=C(CC1NC(=O)NC1=O)Nc1ccc(F)cc1 (stereo unspecified),59
CC(N)(Cc1ccc(O)c(O)c1)C(=O)O (stereo unspecified),55&72
CC(=O)c1ccc(N2CCN(C(=O)CCn3cnc4c([nH]c5ccc(C)cc54)c3=O)CC2)cc1,63
Nc1cc(S(=O)(=O)N2CCCCCC2)ccc1Cl,70
CN1CCN(c2nc3ccc(NC(=O)c4cc(Cl)sc4Cl)cc3s2)CC1,64
Cc1ccc(S(=O)(=O)N2CCc3ccc(NC(=O)c4ccco4)cc3C2)cc1,85
O=C(O)c1cn(C2CC2)c2cc(N3CCNCC3)c(F)cc2c1=O,58&58
Cc1ccc(S(=O)(=O)N2CC3CCCC2C3)cc1 (stereo unspecified),52
COC(=O)C1=C(C)NC(C)=C([N+](=O)[O-])C1c1ccccc1C(F)(F)F (stereo unspecified),61
CCN(Cc1ccccc1)S(=O)(=O)c1ccc(C(=O)N(CCCN(C)C)c2nc3cc4c(cc3s2)OCCO4)cc1,134
O=C(Nc1nc2c(Cl)cc(Cl)cc2s1)c1ccc(Cl)s1,99
CO[C@H]1C[C@H](O[C@H]2[C@H](C)[C@@H](O[C@@H]3O[C@H](C)C[C@H](N(C)C)[C@H]3OC(C)=O)[C@@H](C)C[C@@]3(CO3)C(=O)[C@H](C)[C@@H](OC(C)=O)[C@@H](C)[C@@H](C)OC(=O)[C@@H]2C)O[C@@H](C)[C@@H]1OC(C)=O,53
Cc1nnc(NC(=O)CSc2nnc3ccc(-c4cccc([N+](=O)[O-])c4)nn23)s1,54
Cc1c(C)n(CC(O)CN2CCc3ccccc3C2)c2ccc(F)cc12 (stereo unspecified),64
Fc1cc2nsnc2cc1Cl,64
N#Cc1ccc(Cl)cc1NC(=O)C(=O)NCc1ccc2c(c1)OCO2,58
COc1ccc(C2=NN(C(C)=O)CC2c2cccc([N+](=O)[O-])c2)cc1 (stereo unspecified),55
O=S(=O)(c1ccc(F)cc1)N1CCN(c2ccc3nncn3n2)CC1,68
O=C(CSc1nnc(NC(=O)c2ccc(Cl)cc2Cl)s1)Nc1ccccc1C(F)(F)F,52
O=C(O)c1ccccc1NC(C(=O)O)c1ccccc1 (stereo unspecified),57
CN1C(=O)c2cc(NC(=O)c3ccc4c(c3)OCO4)ccc2Oc2ccccc21,55
Cc1cc(C(=O)CSc2nnc3ccc4ccccc4n23)c(C)n1-c1cc(Cl)ccc1Cl,64
Cc1ccc(S(=O)(=O)NCCOc2ccc(F)cc2)s1,60
Cc1ccc(C(=O)N2CCN=C2SCc2ccccc2Cl)cc1,61
O=C(Cc1ccccc1)NCCOc1cccc(C(F)(F)F)c1,62
O=C1c2c(O)cc(O)cc2O[C@H](c2ccc(O)c(O)c2)[C@H]1O,61
CC(=O)Nc1ccc2c(c1)CN(C(=O)C1CC1)CC2,65
Cc1noc(C)c1C(=O)O/N=C(/N)Cn1ccc(C(F)(F)F)n1,54
COCCN1CCCc2ccc(NS(=O)(=O)c3ccc(F)cc3F)cc21,18*
COc1ccc(NC(=O)NC(=O)c2cc(OCC(F)(F)F)ccc2OCC(F)(F)F)cc1,53
CCSc1ccccc1C(=O)Nc1ccc(-c2nc3ccccc3[nH]2)cc1,102

# Other entries follow.
SMILES,RMI FANCM FP
Cc1nc(-c2noc(C(=O)NNC(=O)Nc3cccc(C(F)(F)F)c3)n2)cs1,54
CCN(Cc1ccccc1)C(=O)c1cn(-c2ccc(C)cc2)nn1,68
COc1ccc(C(=O)NCCc2nnc3ccc(SCc4cccc([N+](=O)[O-])c4)nn23)cc1,57
O=C(NCCOc1ccc2nnc(-c3cccc(F)c3)n2n1)c1cccc(Cl)c1,68
CC(=O)Nc1ccc([N+](=O)[O-])cc1CCl,68
O=S(=O)(N1CCCCC1)N1CCNCC1,65
CNC(=O)Cc1cn(Cc2cc(OC)cc(OC)c2)c2ccccc12,66
COc1ccc(C)c2sc(NN)nc12,55
C=C1C(N)CC2CC1C2(C)C (stereo unspecified),67
c1cncc(CSc2nnc3ccc(-c4cccnc4)nn23)c1,57
CCN1CCN(CC(=O)Nc2cccc(Cl)c2)C(=O)C1=O,58
O=C(CCCc1ccccc1)N1CCN(c2ccc3nnc(-c4ccco4)n3n2)CC1,63
O=c1ccc(-c2cccnc2)nn1CCNS(=O)(=O)c1ccc(C(F)(F)F)cc1,67
Cc1nc2ccccc2c(=O)n1-c1ccc(F)c(NC(=O)c2ccco2)c1,54
Cc1ccc(-c2nnc(NC(=O)c3ccnn3C)o2)cc1C,69
COc1cc2sc(=NC(=O)c3ccnn3C)n(C)c2cc1OC,66
COc1ccc(Cl)c2sc(NC(=O)COc3ccccc3)nc12,56
OC1(c2cc(C(F)(F)F)cc(C(F)(F)F)c2)CC1,44
CC(=O)c1cccc(NC(=O)Cn2cnc(-c3ccccc3)cc2=O)c1,67
